# From PubChem BioAssay
# TRPML3 ag – human TRPML3 channel agonists, primary screen, cell-based, HEK293 TRPML3-YFP, Fluo-8 calcium fluorescence, 3 µM. 100% = the carbachol control signal. Mucolipin-3 (Homo sapiens), Q8TDD5. 0.29% of 220,000 active. activation, % at 3 µM;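 active = activation above its plate's cutoff, the mean activation of the plate's test wells plus 3 SD, cut at about 12% in these data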;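 also: 0% = DMSO only wells and 100% = carbachol wells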
# Target sequence (Q8TDD5 whole entry, looked up): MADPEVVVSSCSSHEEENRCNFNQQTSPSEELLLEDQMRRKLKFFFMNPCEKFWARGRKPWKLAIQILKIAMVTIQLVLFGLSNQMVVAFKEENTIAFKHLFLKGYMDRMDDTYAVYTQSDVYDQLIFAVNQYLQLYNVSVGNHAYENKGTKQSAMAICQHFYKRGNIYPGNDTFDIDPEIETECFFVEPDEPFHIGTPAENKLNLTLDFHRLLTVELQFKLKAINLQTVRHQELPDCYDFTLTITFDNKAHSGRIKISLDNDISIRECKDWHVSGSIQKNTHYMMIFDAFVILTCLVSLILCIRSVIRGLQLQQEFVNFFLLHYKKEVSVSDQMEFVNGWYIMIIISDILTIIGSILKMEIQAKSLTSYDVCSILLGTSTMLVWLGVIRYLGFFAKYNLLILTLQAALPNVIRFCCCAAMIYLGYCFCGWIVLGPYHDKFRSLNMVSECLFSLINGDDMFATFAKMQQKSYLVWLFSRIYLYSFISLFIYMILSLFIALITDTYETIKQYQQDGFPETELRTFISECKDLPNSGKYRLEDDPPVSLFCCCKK
#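 Test system: HEK293 cells stably carrying human TRPML3-YFP; Doses: single dose, 3 µM final nominal compound, 0.3% DMSO final; Schedule: dye loading 1 h 37 °C then 30 min ambient, 125 s read; Technique: Fluo-8 calcium fluorescence; Benchmarks: high control carbachol 87 µM, low control DMSO.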
# PPC-1+TRAIL kill – compounds killing PPC-1 cancer cells with TRAIL present, primary screen, TRAIL potentiator project, ATPLite luminescence, uHTS; PPC-1 cells + TRAIL, ATPLite viability luminescence; cell killing (% activity), % at 4 µM; 0.41% of 220,000 active;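 active = cell killing above 50% in the first pass at 4 µM, then a duplicate retest at 5 µM averaging 50% or more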;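 also: plate controls were cells with TRAIL plus DMSO for no effect and medium-only wells lacking cells for full effect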
# EBV gp42 inh – Epstein-Barr virus gp42 inhibitors, primary screen, biochemical, uHTS, fluorescence polarization; Glycoprotein 42 (Epstein-Barr virus (strain AG876)), Q1HVG2; Fluorescence polarization binding assay, mP read-out; inhibition, % (tested at 21.74 µM); 0.42% of 220,000 active; in the data active = inhibition above about 50%
# Target sequence (Q1HVG2 whole entry, looked up): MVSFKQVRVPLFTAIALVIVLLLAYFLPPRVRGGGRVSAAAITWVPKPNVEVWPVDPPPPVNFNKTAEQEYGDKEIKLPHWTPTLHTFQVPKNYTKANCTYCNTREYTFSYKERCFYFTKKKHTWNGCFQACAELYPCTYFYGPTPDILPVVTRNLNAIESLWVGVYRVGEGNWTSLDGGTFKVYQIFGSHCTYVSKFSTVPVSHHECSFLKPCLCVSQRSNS
# thrombin 1536 – human alpha-thrombin inhibitors, primary screen, counter-screen for coagulation protease inhibitor project, biochemical, 1536-well, fluorogenic AMC substrate | AID 1046, 2008 | Boc-VPR-AMC fluorogenic substrate cleavage | 0.26% of 220,000 active | inhibition, % at 5 µM | Prothrombin (Homo sapiens), P00734;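 active = inhibition at or above 40%; inactive = inhibition below 40%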;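 also: 0% = enzyme with no compound and 100% = wells without enzyme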
#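 Test system: human alpha-thrombin protein / Dosing: one concentration per compound, 5 µM, with 0.2% DMSO / Medium: pH 7.5 Tris-saline with Tween 20 / Benchmarks: no-compound enzyme wells and no-enzyme blanks / Read-out basis: percent inhibition of thrombin substrate cleavage / Timing: reaction at room temperature / Measured by: fluorescence, ex 355 nm, em 460 nm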
# Tb hexokinase – Trypanosoma brucei hexokinase 1 inhibitors, primary screen, biochemical, G6PDH-coupled NADH absorbance, MLSCN library | hexokinase 1 [Trypanosoma brucei] | recombinant TbHK1, G6PDH-coupled NADH A340 | inhibition, % at 10 µM | 0.11% of 220,000 active;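 active = inhibition of 50% or more in the single-dose primary screen; inactive = inhibition below 50%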
# KCC2 mod – KCC2 cotransporter modulators, thallium flux, primary screen, cell-based, HEK293 KCC2, FluoZin-2 fluorescence, MLSMR; KCC2 cells, thallium flux FluoZin-2 fluorescence; AID 1456, 2008; B-score of Tl+ flux slope (higher = more flux/activation; lower = inhibition) at 10 µM; 2.2% of 190,000 active; Solute carrier family 12 member 5 (Homo sapiens), Q9H2X9;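 active = thallium flux slope and its plate-corrected score both differing from the plate sample mean at a set confidence after two filtering rounds, in either direction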;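 also: slope of fluorescence scaled to starting intensity during 10 to 20 s after thallium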
# zfTRPN1 agonist – zebrafish TRPN1 channel agonists, primary screen, cell-based, HEK293, calcium fluorescence | AID 1424, 2008 | activation, % at 3 µM | HEK293 zebrafish TRPN1-YFP, Fluo-8 calcium fluorescence; 100% = response to 87 µM carbachol | 0.18% of 220,000 active | transient receptor potential cation channel N1 (TRPN1/NompC), Danio rerio;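 active = activation above its plate's cutoff, the mean activation of test wells on that plate plus 3 SD, cut at about 19% in these data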;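 also: 0% = DMSO alone and 100% = 87 µM carbachol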
#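 Material: zebrafish TRPN1-YFP in HEK293 cells. Doses: one dose of 3 µM, 0.3% DMSO. Incubation: dye 1 h 37 °C plus 30 min RT. Measured by: intracellular calcium fluorescence with Fluo-8.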
# Furin inhibitor – human furin inhibitors, primary screen, biochemical, fluorescence intensity. P09958. purified furin, fluorogenic substrate cleavage. inhibition, % at 30 µM. 0.061% of 220,000 active. AID 463115, 2010; in the data active = inhibition above about 25%; also: inactives centre near -15
# m-calpain inh – inhibitors of pig calpain II, primary screen, biochemical, fluorogenic peptide substrate, 1536-well; purified calpain II, 30 min; inhibition, % at 16 µM; 0.37% of 220,000 active; AID 1236, 2008;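 active = inhibition above about 50%, limit read from the data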
# Numbers without * were called inactive; i = inactive; x = no result given; [ ] = dose if it differs, or a comment.
No.	SMILES	PPC-1+TRAIL kill	thrombin 1536	Furin inhibitor	m-calpain inh	TRPML3 ag	Tb hexokinase	zfTRPN1 agonist	KCC2 mod	EBV gp42 inh
1	CC(=C1C(=O)c2ccccc2C1=O)N1CCN(CCN=Cc2c(O)n(C)c(=O)n(C)c2=O)CC1	32	1	-2[20 µM]	13	0.1	-18	-0.1	0.21	-23
2	CC(=O)Nc1ccc(OC(=O)N(C)C)cc1	6	-2	-7	1	0.8	31	-0.2	-0.44	0
3	Cn1c2ccccc2c2cnn(CC(=O)N3CCC4(CC3)OCCO4)c(=O)c21	-12	-5	-16[20 µM]	-58	0.9	-11	1.3	-0.08	-4
4	O=C1CC(c2ccccc2)CC(O)=C1C=NCCN1CCN(C(=O)Cc2ccccc2)CC1 (stereo not given)	9	-4	12[20 µM]	-25	0.0	-10	0.3	-0.36	-23
5	COc1ccc2cc(C(=O)C3CCCN(C4CCOCC4)C3)ccc2c1 (stereo not given)	3	-8	-73	i	0.3	-15	0.3	-0.092	-10
6	CC1CN(C)C(C)(C)CC1(O)c1ccccc1 (stereo not given)	18	7	-24[20 µM]	0	0.9	-1	-0.2	x	-18
7	C[N+](C)(C)Cc1ccccc1	1	3	-17	13	1.3	2	1.1	0.0058	-15
8	O=c1[nH]c(=S)n(-c2ccc(Br)cc2)c(O)c1C=Nc1ccc(N2CCOCC2)cc1	28	-8	-3	-33	0.5	7	-0.7	-2.8	86*
9	CC1SC2(CN3CCC2CC3)NC1=O (stereo not given)	2	3	-33	-3	0.8	3	3.1	x	-12
10	COc1ccc2c(CN3CC=C(c4ccccc4)CC3)cc(=O)oc2c1	-23	5	-34	-30	1.0	5	1.4	-2.5	-4
11	O=C1C2CCN(CC2)[C@@H]1Cc1ccc2ccccc2c1O	-6	2	-28[20 µM]	-19	1.0	6	0.7	-1	-5
12	Cc1ccc(/C=C2\C(=O)NC(=S)N(c3ccc(F)cc3)C2=O)s1	x	1	-21	-29	0.6	40	1.4	-0.096	-14
13	CC1CN(O)C2CCc3c(no[n+]3[O-])C12O (stereo not given)	3	-5	-7[20 µM]	-15	0.4	-7	-0.4	0.53	-3
14	c1ccc2c3c([nH]c2c1)CNCC3	0	x	-10	-4	0.7	-3	-0.5	-0.028	-1
15	C=C(C)CSc1nnc([C@@H](N)Cc2ccccc2)o1	19	6	-15	-4	-0.6	-5	-2.7	-0.29	-12
16	COc1ccc(-n2c(-c3ccccc3)nc3ccccc3c2=O)cc1	9	1	-22	13	0.9	-7	0.3	-0.054	-3
17	COC(=O)[C@]12OC[C@]34C([C@@H](O)[C@@H]1O)[C@]1(C)CC(=O)C(O)=C(C)[C@@H]1C[C@H]3OC(=O)[C@H](O)[C@@H]24 (stereo not given in full)	28	1	-24	-18	x	-6	x	-0.23	-5
18	Cc1cc(Cl)ccc1OCC(=O)O	-20	2	-20	-1	0.2	4	0.0	0.54	1
19	O=C(COc1ccc2ccccc2c1)N1CCN(Cc2c[nH]c3ccccc23)CC1	5	9	-13[20 µM]	-71	2.0	-6	0.9	1.9	7
20	CC/C(=N\NC(=O)c1ccccc1O)c1c(O)n(Cc2ccccc2)c(=O)[nH]c1=O	-25	0	-13	-18	1.2	-31	3.5	-2.2	-23
21	N#CSCC(=O)N1c2ccccc2CCc2ccccc21	16	3	-18	2	-0.2	4	0.2	2.3	-11
22	Cc1cc2c(C(F)(F)F)cc(=O)oc2c2c1NCCC2	14	-7	-14	-161	1.9	3	2.3	x	-39
23	CCOC(=O)/C(CCCN(CC)CC)=N\O	10	0	-9	-1	1.1	2	0.8	x	-18
24	O=C(NC1CN2CCC1CC2)c1ccc(-c2ccc([N+](=O)[O-])cc2)o1 (stereo not given)	16	-6	-14	2	0.5	-17	0.4	0.84	-7
25	CCSc1nnc([C@@H](N)Cc2ccccc2)o1	19	-1	-7[20 µM]	-33	0.2	10	0.5	0.8	-16

# Entries 24 through 25, quoted:
No.	SMILES	PPC-1+TRAIL kill	thrombin 1536	Furin inhibitor	m-calpain inh	TRPML3 ag	Tb hexokinase	zfTRPN1 agonist	KCC2 mod	EBV gp42 inh
24	O=C(NC1CN2CCC1CC2)c1ccc(-c2ccc([N+](=O)[O-])cc2)o1 (stereo not given)	16	-6	-14	2	0.5	-17	0.4	0.84	-7
25	CCSc1nnc([C@@H](N)Cc2ccccc2)o1	19	-1	-7[20 µM]	-33	0.2	10	0.5	0.8	-16

# The list goes on.
No.	SMILES	PPC-1+TRAIL kill	thrombin 1536	Furin inhibitor	m-calpain inh	TRPML3 ag	Tb hexokinase	zfTRPN1 agonist	KCC2 mod	EBV gp42 inh
26	CC1CCCN(C(=O)CCl)C1 (stereo not given)	-5	-4	-7	12	0.6	-1	-0.2	0.21	2
27	COc1cc(/C=C(/C)[N+](=O)[O-])ccc1OCc1ccccc1Cl	22	-4	-4	10	3.8	0	0.1	0.039	8
28	NC1C2CN3CCN(C2)CC1(c1ccccc1)C3 (stereo not given)	-7	-3	-16	-18	0.5	-6	1.3	x	-7
29	COc1ccc(N2CC2c2ccncc2)cc1 (stereo not given)	14	-6	-30	-17	0.2	1	0.1	0.33	0
30	Nc1c(C(=O)NCCCc2ccccc2)c2nc3ccccc3nc2n1Cc1cccs1	46	-13	-21[20 µM]	-223	0.8	-16	0.0	0.14	-17
31	CN(C)C(=O)Oc1ccc(OCc2nc3ccccc3[nH]2)cc1	46	-3	0	-14	1.8	2	2.3	1.2	-26
32	COc1ccc(CC(=O)N2CCN(C)CC2)cc1OC	9	2	-10[20 µM]	18	0.6	-2	-0.7	-0.19	0
33	NC(=O)Nc1cccc(C(F)(F)F)c1	7	-39	-23[20 µM]	-39	-0.3	0	0.1	0.013	-16
34	CN1CCN(Cc2ccccc2C(F)(F)F)CC1	-11	3	-16	14	0.6	4	0.4	-0.27	-6
35	COc1ccc(NP(=O)(Oc2ccc(Cl)cc2)Oc2ccc(Cl)cc2)cc1OC	-10	-7	-4	16	0.1	11	-0.1	0.14	7
36	Cc1cccnc1-n1c(C)nc2ccccc2c1=O	6	-2	-8[20 µM]	-10	0.8	-6	1.0	x	-12
37	COc1ccc(CCn2c(O)c(/C=N/N3CCOCC3)c(=O)[nH]c2=O)cc1OC	1	-4	-20	1	1.3	-10	1.9	-3.3	-18
38	NS(=O)(=O)c1ccc(N=Cc2c(O)n(C3CCCCC3)c(=O)n(C3CCCCC3)c2=O)cc1	25	8	2	-164	0.0	-29	0.7	x	-28
39	C/C(=N\N1CCCCCC1)c1c(O)n(C2CCCCC2)c(=O)[nH]c1=O	-8	-6	-14	11	0.0	-10	-1.0	-0.86	-5
40	CC(C)Sc1nnc([C@@H](N)Cc2ccccc2)o1	25	4	-10[20 µM]	14	0.3	-1	-0.9	0.0065	-19
41	CCCC12CN3CCN(C1)CC(CCC)(C3)C2=O	15	-8	-17	-14	0.3	-9	0.5	x	-10
42	CCCCCCC(=O)N/N=C/c1c(O)n(C(C)CC)c(=S)[nH]c1=O (stereo not given)	10	-5	-4	-9	0.7	-13	-1.2	-1.1	-11
43	CCOP(=O)(OCC)C(O)c1ccccc1 (stereo not given)	10	-16	-9	-18	0.4	-5	0.6	1.3	-5
44	Cc1cccc(OP(=O)(Oc2cccc(C)c2)OC(c2ccccc2)C(F)(F)F)c1 (stereo not given)	-8	1	-8	5	-0.4	9	-1.5	-0.11	-1
45	CC(C)CCNC(=O)c1cc(C(=O)c2cc(Br)ccc2O)cn(CCC(C)C)c1=O	5	-11	-20	-46	1.5	1	2.5	0.23	-8
46	Cc1nc2c(C(=O)N3CCC4(CC3)OCCO4)cnn2c(C)c1Cc1cccc(Cl)c1	4	0	-13	-95	0.6	-4	0.9	-0.022	-1
47	CCOP(=O)(OCC)C(NC(=O)c1ccccc1)=C(Cl)Cl	3	-2	-13	3	0.5	-3	-0.5	-0.42	-18
48	CCC1(C)OC(c2ccccc2)=C/C(=C/C=C2C(=O)NC(=O)NC2=O)O1 (stereo not given)	-6	3	-25	3	6.4	-1	12	0.23	-117
49	CCCCC(=O)N/N=C/c1c(O)n(CCCC)c(=S)[nH]c1=O	15	-3	7	30	0.2	30	0.0	-1.5	-16
50	O=c1c2ccccc2nc(Cc2ccccc2)n1-c1cccc(O)c1	13	19	-5	23	0.6	3	-0.2	-1.2	7

# Copied from the list.
# `CC(C)Sc1nnc([C@@H](N)Cc2ccccc2)o1` – PPC-1+TRAIL kill: 25
# `CC(C)CCNC(=O)c1cc(C(=O)c2cc(Br)ccc2O)cn(CCC(C)C)c1=O` – Furin inhibitor: -20

# The listing continues:
No.	SMILES	PPC-1+TRAIL kill	thrombin 1536	Furin inhibitor	m-calpain inh	TRPML3 ag	Tb hexokinase	zfTRPN1 agonist	KCC2 mod	EBV gp42 inh
51	COc1ccc(OC(=O)N(C)C)c(CN(C)C)c1	-5	3	-25[20 µM]	-18	1.4	2	-1.5	x	4
52	O=S(=O)(c1ccc(Cl)cc1)N1CN2CCN(C2)C1	-28	-8	-30	0	0.3	2	-0.8	x	-5
53	Cc1cccc(-n2c(O)c(C=NC34CN5CN(CN(C5)C3)C4)c(=O)[nH]c2=O)c1	8	-16	-21	-12	1.2	-6	0.6	0.5	-16
54	COC(=O)C(O)(c1ccc(N(C)C(=O)OC(C)C)cc1)C(F)(F)F (stereo not given)	0	-3	-16[20 µM]	-13	2.0	-6	1.6	0.69	-5
55	Cc1cc([N+](=O)[O-])c2ccccc2[n+]1[O-]	94*[5 µM]	2	1	-1	0.9	-14	-0.1	0.22	-3
56	CC(=O)c1ccc2c(c1)C1C(Cl)C(Sc3ccccc3[N+](=O)[O-])CC1C(c1ccccc1[N+](=O)[O-])N2 (stereo not given)	29	-3	-12[20 µM]	-44	-0.3	-18	-1.0	1.7	-3
57	CCC(=O)OC1(Cc2ccc(CC)cc2)CC(C)N(C)CC1C (stereo not given)	-6	-2	-18	15	0.7	9	0.5	0.14	-2
58	COc1ccc(C(=O)C2CCCN(C3CSCCSC3)C2)cc1OC (stereo not given)	15	-2	-11	1	0.9	-8	1.4	0.16	1
59	CC12CN3CCN(C1)CC(C)(C3)C2=NN	4	-1	-25	-11	0.7	-6	2.2	-0.6	-11
60	CCOP(=O)(OCC)C(O)c1ccc2c(c1)OCO2 (stereo not given)	14	-4	-15	-10	0.4	-7	0.7	0.17	-2
61	O=C(Nc1ccccc1)N1CCC2(CC1)OCCO2	10	1	-23	-2	0.6	1	0.5	0.64	-15
62	CC(=O)OC1C2CCC1C(N1CCCCC1)CC2 (stereo not given)	4	16	-24	-6	1.1	1	3.2	0.94	-2
63	c1ccc2sc(N3CCNCC3)nc2c1	-6	-4	-17	12	-1.7	-2	-1.3	0.021	-3
64	CC(C)(C)NS(=O)(=O)c1ccc(OCC(=O)N2CCN(Cc3ccccc3)CC2)cc1	26	-6	-10	26	0.8	5	1.8	x	-8

# Not all compounds are listed. The share of hits here may be higher or lower than overall.
